Screening results from PubChem.
HEK cytotox: Cytotoxic Profiling in HEK 293 Cell Line of Diverse Libraries Using Quantitative High-Throughput Screening; HEK 293 viability, ATP luminescence (CellTiter-Glo), 48-72 h; Potency, µM (series often up to 115 µM), without a hit: top-dose activity change, negative = cytotoxicity, usual class: inhibitors; 94,000 compounds, 6.6% hits; AID 1345083, 2018; also: potency is read from the fitted curve at half-maximal effect; nearly all actives have a fitted effect of over 60% in size
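250 HEK 293 cells/well; compound by pintool; incubated 48 or 72 hr at 37 degree Celsius; CellTiter-Glo added, 10 min RT, luminescence imaged.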
FLuc inh: Firefly luciferase inhibition profiling of diverse chemical library using quantitative high-throughput screening; Luciferin 4-monooxygenase (Photinus pyralis), P08659; purified P. pyralis luciferase, luminescence, biochemical; Potency, µM (doses to about 115 µM), for the others: top-dose activity change, negative = inhibition, hits mostly inhibitors; 76,000 compounds, 2.5% hits; also: potency is read from the fitted curve at half-maximal effect; nearly all actives have a fitted effect of over 65% in size
Target sequence (P08659 whole entry, looked up): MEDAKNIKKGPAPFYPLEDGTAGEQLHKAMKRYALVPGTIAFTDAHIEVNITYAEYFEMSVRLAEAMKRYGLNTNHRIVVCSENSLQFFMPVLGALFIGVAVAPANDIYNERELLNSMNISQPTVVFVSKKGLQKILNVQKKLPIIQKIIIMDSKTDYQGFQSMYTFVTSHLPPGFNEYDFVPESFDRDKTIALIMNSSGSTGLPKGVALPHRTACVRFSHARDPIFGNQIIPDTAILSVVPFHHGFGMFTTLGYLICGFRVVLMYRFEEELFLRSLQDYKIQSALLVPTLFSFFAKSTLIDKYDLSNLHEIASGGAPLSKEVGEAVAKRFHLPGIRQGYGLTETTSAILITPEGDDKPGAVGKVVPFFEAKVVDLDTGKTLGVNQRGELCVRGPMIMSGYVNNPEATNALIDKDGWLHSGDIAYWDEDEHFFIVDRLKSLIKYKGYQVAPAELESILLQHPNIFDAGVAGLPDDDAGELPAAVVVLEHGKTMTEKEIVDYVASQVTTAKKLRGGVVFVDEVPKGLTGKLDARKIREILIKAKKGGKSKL
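Purified 10nM P. pyralis luciferase with 10uM D-luciferin and 10uM ATP in 50mM Tris acetate pH 7.5, 10mM Mg acetate, 0.01% Tween-20, 0.05% BSA. qHTS titration; luminescence read by CCD imager.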
SNCA expr inhib: Primary qHTS assay for inhibitors of alpha-synuclein gene (SNCA) expression; Potency, µM (titrated, usually from 57.2 µM), for the others: at the highest dose activity change, negative = inhibition, usual class: inhibitors; AID 1671194, 2021; 140,000 compounds, 0.17% hits; HEK-293 SNCA-luciferase knock-in, luminescence, 24 h;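 also: potency is read from the fitted curve at half-maximal effect; plate controls were DMSO cells for no effect and cell-free wells for full effect; nearly all actives have a fitted effect of over 45% in size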
IP6K1 inhibitor: Primary qHTS assay for small molecule inhibitors of Inositol hexaphosphate kinase 1 (IP6K1); Inositol hexakisphosphate kinase 1 (Homo sapiens), Q92551; IP6K1 kinase, ADP-Glo luminescence, 2 h; active compounds read low; activity change, % (series mostly up to about 58 µM); 140,000 compounds, 0.81% hits; AID 1645851, 2021; in the data active = activity change below about -25%
Target sequence (Q92551 whole entry, looked up): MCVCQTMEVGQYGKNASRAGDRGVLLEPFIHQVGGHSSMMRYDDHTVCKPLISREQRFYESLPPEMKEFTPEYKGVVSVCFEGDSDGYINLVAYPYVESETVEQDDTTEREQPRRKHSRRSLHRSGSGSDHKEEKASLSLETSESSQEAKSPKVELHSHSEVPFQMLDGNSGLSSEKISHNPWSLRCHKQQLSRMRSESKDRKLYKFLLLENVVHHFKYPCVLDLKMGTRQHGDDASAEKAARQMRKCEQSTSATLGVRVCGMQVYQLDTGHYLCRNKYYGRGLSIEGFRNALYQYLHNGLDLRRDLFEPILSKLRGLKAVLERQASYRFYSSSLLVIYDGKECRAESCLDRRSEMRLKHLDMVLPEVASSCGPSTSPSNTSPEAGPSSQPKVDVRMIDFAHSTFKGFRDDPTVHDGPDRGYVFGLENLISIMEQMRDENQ
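ADP-Glo luminescence measures ADP made by human IP6K1 during a 2 h RT reaction with ATP/IP6 (mix at 1.3 mM/130 uM); top library doses 57.5 and 19.1 uM final.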
NIH3T3 tox: Cytotoxic Profiling in NIH 3T3 Cell Line of Diverse Libraries Using Quantitative High-Throughput Screening; AID 1345082, 2018; NIH 3T3 viability, CellTiter-Glo ATP luminescence, 48-72 h; Potency, µM (titrated, usually from 96.7 µM), for the others: top-dose activity change, negative = cytotoxicity, most hits filed as inhibitors; 94,000 compounds, 4.3% hits; also: potency is read from the fitted curve at half-maximal effect; nearly all actives have a fitted effect of over 55% in size
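Luminescent ATP readout (CellTiter-Glo, 10 min RT) after 48 or 72 hr compound exposure of NIH 3T3 cells seeded at 400 cells/well in 1536-well format; quantitative HTS.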
GPT2 inh: Primary qHTS assay for inhibitors of Glutamate pyruvate transaminase 2 (GPT2); Recombinant GPT2, coupled pyruvate oxidase/HRP Amplex Red fluorescence; Potency, µM (series often up to 57.7 µM), inactives show top-dose activity change, negative = inhibition, hits mostly inhibitors; 100,000 compounds, 0.25% hits; also: potency is read from the fitted curve at half-maximal effect; nearly all actives have a fitted effect of over 60% in size; many of its hits are not listed in these tables
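Recombinant GPT2 (10ng/uL) with 250uM a-KG and 2mM L-alanine, 30 min at room temperature, in HEPES pH 7.5 buffer. Pyruvate detected by pyruvate oxidase/HRP/Amplex Red fluorescence after 30 min in the dark; AOA (50uM) as positive control.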
SNCA viab count: GF-AFC viability counterscreen for inhibitors of alpha-synuclein gene (SNCA) expression | HEK-293-SNCA-luc viability, GF-AFC fluorescence, 24 h | Potency, µM (top dose mostly 57.1 µM), inactives show at the top dose activity change, negative = cytotoxicity, hits mostly cytotoxic | 150,000 compounds, 0.12% hits;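 also: potency is read from the fitted curve at half-maximal effect; 0% = DMSO-treated cells and -100% = medium-only wells without cells; nearly all actives have a fitted effect of over 30% in size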
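HEK-293-SNCA-luc cells (1500/well) plated 24 h, then exposed 24 h to a dilution series; GF-AFC added 30 min at 37C, fluorescence 405/540 nm; normalised to medium-only and DMSO wells, Hill fit.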
Starred values were filed as active, the others as inactive; i = inactive; ? = inconclusive; nt = not tested or not shown; [ ] = dose if it differs, or a comment. Unless noted, calls follow the shape of the dose curve; as a rule, active = well fitted curve in the direction sought with a large enough effect; inconclusive = small, poorly fitted or top-dose-only effect, or another doubt; inactive = no such curve, though single readings can be large; an effect the other way counts as inactive or inconclusive. Unless noted, % is scaled to controls: 0 for no effect and ±100 for the full control effect. Some of the compounds tested. The share of hits here may be higher or lower than overall.

1. Cc1nc(N2CCN(C(=O)COc3ccccc3)CC2)cc(C(F)(F)F)n1
2. CCOCCCNC(=O)CCC1CCN(C(=O)c2ccc(C)cc2)CC1
3. CC(C)NC(=O)NC1CCN(Cc2cccc(-c3cccs3)c2)CC1
4. COc1ccc(C2(C(=O)NC3CCCN(c4ncccn4)C3)CC2)cc1 (configuration not stated)
5. COc1ccc(C2=NOC3(CCN(Cc4ccsc4)C3)C2)cc1 (configuration not stated)
6. COc1cccc(N2CC(C(=O)NCc3cccs3)NC2=O)c1 (configuration not stated)
7. COc1ccccc1NC(=O)CSc1nc(-c2ccc(C(C)(C)C)cc2)c(C#N)c(=O)[nH]1
8. COc1ccc(-c2nc(C3CC3)nc3c2CCN(Cc2ccc(F)cc2)CC3)cc1
9. O=C(c1cccc2[nH]ccc12)N1CC(Oc2cccc(-c3nc(-c4ccccc4)no3)c2)C1
10. O=C(Cn1cc(SCc2cccc(F)c2)c2ccccc21)N1CCCC1

assay / compound | 1 | 2 | 3 | 4 | 5 | 6 | 7 | 8 | 9 | 10
HEK cytotox | ? | i | ? | ? | ? | ? | nt | ? | 35µM* | nt
FLuc inh | 0% | nt | nt | 14% | -6%[172 µM] | -3%[172 µM] | nt | nt | ? | nt
SNCA expr inhib | -19% | -4% | -14% | 32%[activator] | -1%[87.6 µM] | -5%[87.6 µM] | -14% | -23% | 61%[activator] | 104%[activator]
IP6K1 inhibitor | 9 | 5 | -6 | -6 | 0 | 8 | -8 | 5 | -2 | -97*
NIH3T3 tox | -28% | i | ? | -7% | ? | ? | nt | -6% | ? | nt
GPT2 inh | i | i | i | i | 3%[88.5 µM] | i | nt | 1% | i | nt
SNCA viab count | -1% | -2% | 1%[12.5 µM] | -1% | -1%[87.6 µM] | -14%[87.6 µM] | ? | -2% | -13% | -4%

11. CC1N=C2c3ccccc3N=C(SCC(=O)NCCc3ccccc3)N2C1=O (configuration not stated)
12. Cc1cc(-c2ccccc2)nc(CN2CC[C@@](O)(C3CCC3)[C@H](C)C2)n1
13. O=C(CCCCn1c(=O)c2ccccc2n(CC(=O)Nc2cccc(C(F)(F)F)c2)c1=O)NCc1ccc2c(c1)OCO2
14. CC(=O)c1ccc(NC(=O)CSc2nc(-c3ccc(C)cc3)nc3c2c(=O)n(C)c(=O)n3C)cc1
15. CCc1ccc2oc(-c3cc(NC(=O)c4cc(OC)c(OC)c(OC)c4)ccc3O)nc2c1
16. COc1cc([C@H]2OC[C@@H]3[C@@H](c4ccc(O[C@@H]5O[C@H](CO)[C@@H](O)[C@H](O)[C@H]5O)c(OC)c4)OC[C@]23O)ccc1O
17. CN(Cc1ccccc1C(F)(F)F)C(=O)C1CC1
18. Cc1cccc(C)c1-c1nc(C(=O)NCCc2ccc(Cl)cc2)n2ccccc12
19. COc1ccc(NC(=O)N2C[C@@H]3C[C@H](C2)c2ccc(NS(=O)(=O)c4ccc(OC)cc4)c(=O)n2C3)cc1
20. Cn1nccc1CN1CCC2(CC1)CC(=O)c1ccccc1O2

assay / compound | 11 | 12 | 13 | 14 | 15 | 16 | 17 | 18 | 19 | 20
HEK cytotox | nt | ? | nt | nt | nt | nt | i | 50µM* | -15% | ?
FLuc inh | nt | 1% | nt | nt | nt | nt | -1%[172 µM] | -6% | -18% | -15%[172 µM]
SNCA expr inhib | -1% | -17% | 10% | -9% | 14% | nt | 4%[87.6 µM] | ? | 17% | 53%[activator][87.6 µM]
IP6K1 inhibitor | -15 | -4 | 1 | 7 | 8 | 23 | -9 | 10 | 2 | 12
NIH3T3 tox | nt | ? | nt | nt | nt | nt | i | -27% | -44% | ?
GPT2 inh | nt | 5% | nt | nt | nt | -12%[27.3 µM] | -6%[88.5 µM] | i | i | i
SNCA viab count | -3% | -4% | -8% | 5% | ? | -8%[23.9 µM] | 18%[87.6 µM] | 13% | ? | -18%[87.6 µM]

21. Cc1ccc(CNC(=O)N2CC(c3nc(CCOCc4ccccc4)no3)C2)cc1
22. CCC1(C(=O)NCc2cccc(F)c2)CCCCC(=O)N1 (configuration not stated)
23. Cc1ccc(NC(=O)N2CCc3cc(S(=O)(=O)N4CCC(C)CC4)ccc32)cc1F
24. CCC1c2nccn2CCCN1C(=O)CCc1c(C)nn(C)c1C (configuration not stated)
25. CCC(=O)N(C1CCOCC1)C1CCN(S(=O)(=O)c2ccc(F)c(C)c2)CC1
26. CCn1ccnc1CN1CCC2(CCC(=O)N(CCc3ccncc3)C2)CC1
27. CCOc1ccc2c(n1)CCN(C(=O)c1sccc1C)C2
28. CCOc1ccccc1NC(=O)N1CCc2c(sc3c2CCCC3)C1c1ccccc1 (configuration not stated)
29. O=C(NCc1cccc(Cl)c1)c1cn2cc(-c3ccc(C(F)(F)F)cc3)sc2n1
30. COc1ccc(CNS(=O)(=O)c2cnc(N)nc2)cc1

assay / compound | 21 | 22 | 23 | 24 | 25 | 26 | 27 | 28 | 29 | 30
HEK cytotox | -30% | 3% | nt | i | 1% | -10% | -8% | nt | 45µM* | nt
FLuc inh | nt | 6% | nt | 3% | -2% | 11% | -19% | nt | nt | nt
SNCA expr inhib | -11% | 13% | -3% | 26% | 0% | -12% | -14% | ? | -17% | ?
IP6K1 inhibitor | 20 | 8 | -12 | -2 | 7 | -8 | -15 | 14 | 17 | 7
NIH3T3 tox | ? | -17% | nt | 0% | ? | ? | -30% | nt | 22µM* | nt
GPT2 inh | i | i | nt | i | i | 3%[11.5 µM] | i | nt | -7% | nt
SNCA viab count | 3% | 2% | 0% | 1% | 7% | 3% | -2%[12.5 µM] | 12% | 2% | 8%

31. CCCCn1c(=O)c(C(=O)NCC2CCCCC2)nc2cccnc21
32. O=C(OCc1ccccc1O[C@@H]1O[C@H](CO)[C@@H](O)[C@H](O)[C@H]1O)C1(O)C=CCCC1O (some centres not stated)
33. O=C(Cn1nc2n(c1=O)CCCC2)Nc1cccc(C(F)(F)F)c1
34. O=C(NC1CCN(c2ccnc3ccnn23)CC1)c1ccncc1
35. CCN(c1ccccc1)c1nnc(NC(=O)Nc2ccc(Br)cc2)s1
36. O=C(CSc1ccccn1)N[C@@H]1CCOC[C@H]1OCc1cscn1
37. CNC(=O)[C@@H](C1CCCCC1)N1CCC[C@H]1C(=O)NCCN1CCOCC1
38. COc1ccc(CN2Cc3cc(NC(=O)c4c(F)cccc4F)ccc3OCC2=O)c(OC)c1
39. COc1cccc(CNC(=O)CSc2nc3ccccc3nc2Cc2ccccc2)c1
40. O=C(Cn1nc2n(c1=O)CCCCC2)Nc1ccc(C(F)(F)F)cc1

assay / compound | 31 | 32 | 33 | 34 | 35 | 36 | 37 | 38 | 39 | 40
HEK cytotox | 35µM* | nt | 14% | ? | nt | -14% | 4%[172 µM] | ? | nt | -4%
FLuc inh | nt | nt | -5% | nt | nt | 10% | 4%[172 µM] | -15% | nt | 2%
SNCA expr inhib | -26% | nt | ? | 4%[87.6 µM] | 64%[activator] | -1% | 20%[87.6 µM] | -4% | 37%[activator] | -28%
IP6K1 inhibitor | 15 | -5 | 28 | -14 | -5 | 10 | 4 | 12 | -5 | 3
NIH3T3 tox | ? | nt | -3% | ? | nt | -16% | -14%[174 µM] | ? | nt | ?
GPT2 inh | -23% | 1%[27.3 µM] | i | i | nt | 3%[11.5 µM] | -35%[88.5 µM] | 3% | nt | -4%
SNCA viab count | -19% | -6%[23.9 µM] | -17% | -2%[87.6 µM] | 7% | 10% | 7%[87.6 µM] | -3% | -4% | 5%

Eight successive entries already listed, quoted:
30. COc1ccc(CNS(=O)(=O)c2cnc(N)nc2)cc1
31. CCCCn1c(=O)c(C(=O)NCC2CCCCC2)nc2cccnc21
32. O=C(OCc1ccccc1O[C@@H]1O[C@H](CO)[C@@H](O)[C@H](O)[C@H]1O)C1(O)C=CCCC1O (some centres not stated)
33. O=C(Cn1nc2n(c1=O)CCCC2)Nc1cccc(C(F)(F)F)c1
34. O=C(NC1CCN(c2ccnc3ccnn23)CC1)c1ccncc1
35. CCN(c1ccccc1)c1nnc(NC(=O)Nc2ccc(Br)cc2)s1
36. O=C(CSc1ccccn1)N[C@@H]1CCOC[C@H]1OCc1cscn1
37. CNC(=O)[C@@H](C1CCCCC1)N1CCC[C@H]1C(=O)NCCN1CCOCC1

assay / compound | 30 | 31 | 32 | 33 | 34 | 35 | 36 | 37
HEK cytotox | nt | 35µM* | nt | 14% | ? | nt | -14% | 4%[172 µM]
FLuc inh | nt | nt | nt | -5% | nt | nt | 10% | 4%[172 µM]
SNCA expr inhib | ? | -26% | nt | ? | 4%[87.6 µM] | 64%[activator] | -1% | 20%[87.6 µM]
IP6K1 inhibitor | 7 | 15 | -5 | 28 | -14 | -5 | 10 | 4
NIH3T3 tox | nt | ? | nt | -3% | ? | nt | -16% | -14%[174 µM]
GPT2 inh | nt | -23% | 1%[27.3 µM] | i | i | nt | 3%[11.5 µM] | -35%[88.5 µM]
SNCA viab count | 8% | -19% | -6%[23.9 µM] | -17% | -2%[87.6 µM] | 7% | 10% | 7%[87.6 µM]

Other results:
41. N#Cc1cccc(CN2CCC3(Cc4ccccc4CNC3=O)C2)c1 (configuration not stated)
42. O=C(Cn1nc2c(cc1=O)CCCC2)NCCc1ccco1
43. O=C(Cc1ccccn1)N1CCN(c2nccc(Nc3ccccc3F)n2)CC1
44. COc1ccc(-c2onc(C)c2C)cc1S(=O)(=O)N1CCN(c2ccc(Cl)cc2)CC1
45. OCC#Cc1csc(CN2CCCC3(CCNCC3)CC2)c1
46. CCc1noc(-c2cn(C3CCN(C(=O)c4cccc(NC(C)=O)c4)C3)nn2)n1 (configuration not stated)
47. COc1cc(C2Oc3c(OC)cc(/C=C/C(=O)OC4CC(O)(C(=O)O)CC(O)C4O)cc3C2CO)ccc1O (configuration not stated)
48. CCc1ccc(NC(=O)C(CC)n2c(=O)c(C(F)(F)F)nc3ccccc32)cc1 (configuration not stated)
49. FC(F)(F)SCCn1ccnc1-c1cc2n(n1)CCCNC2

assay / compound | 41 | 42 | 43 | 44 | 45 | 46 | 47 | 48 | 49
HEK cytotox | -11% | 4% | ? | nt | ? | 10% | nt | nt | -23%
FLuc inh | nt | 10% | nt | nt | 7% | 2% | nt | nt | -2%
SNCA expr inhib | -14% | 3% | -18% | 2% | 16% | -10% | nt | -3% | -12%
IP6K1 inhibitor | -8 | -9 | -5 | 13 | 3 | -8 | 5 | 3 | -4
NIH3T3 tox | 4% | i | ? | nt | ? | i | nt | nt | -24%
GPT2 inh | 0% | 1% | i | nt | -6% | i | i | nt | -9%
SNCA viab count | 5% | 5% | 8%[12.5 µM] | 7% | -7% | -3% | -10%[23.9 µM] | 12% | 1%
